# H9c2 protect = cardioprotection against H2O2-induced cell death, primary screen, uHTS, H9c2 cells, ATPLite luminescence | H9c2 cardiomyocytes, H2O2 injury protection, 2 h | protection from H2O2 cell death, % at 20 µM | hit rate 0.63% among 360,000;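 active means compounds giving at least 50% protection of heart cells from peroxide-induced death in the single-dose screen, raw or plate-pattern-corrected value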;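 further: 0% = DMSO wells with peroxide and 100% = DMSO wells without peroxide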
# MC4R antag cAMP = MC4R antagonists of cAMP signaling, primary screen, cell-based, TR-FRET, antagonist arm of biased-ligand search; MC4R-expressing cells, MTII-stimulated cAMP, LANCE TR-FRET; AID 540295, 2011; inhibition, % at 6.5 µM; hit rate 0.48% among 360,000; Melanocortin receptor 4 (Homo sapiens), P32245;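 active means inhibition above its plate's cutoff, the mean of tested wells on that plate plus 3 SD, cut at about 29% in these data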;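 further: 0% = Melanotan II alone and 100% = Melanotan II plus saturating MCL0020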
#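 Test system: U2OS cells stably expressing human melanocortin 4 receptor (MC4R); also added: Melanotan II challenge; compound: 6.5 µM single dose; timing: 30-min compound preincubation, 1-h Melanotan II challenge, 1-h detection, room temperature; signal: Eu-cAMP/anti-cAMP TR-FRET, emission 671 nm; repeats: one well per compound, no replicates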
# ABCB6 inh 2 = ABCB6 transporter inhibitors, primary screen, K562-ABCB6 cells, flow cytometry, MLPCN library; K562-ABCB6 porphyrin accumulation, 1 h; active compounds read low; fluorescence ratio to DMSO, % at 10 µM; hit rate 0.19% among 360,000; AID 602162, 2011;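 active means fluorescence ratio to DMSO below 75%, the collection mean minus 3 SD; inconclusive means too few cells collected in the well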;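 further: signal is porphyrin accumulated inside mitochondria; 100% equals median channel fluorescence of DMSO control wells; lower ratio means ABCB6 inhibition with less porphyrin fluorescence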
# HTR2A ag = mouse Htr2a agonists via beta-arrestin recruitment, primary screen, cell-based, luminescence; 5-hydroxytryptamine receptor 2A (Mus musculus), P35363; CHO-K1 mHTR2A beta-arrestin complementation; percent of 30 µM serotonin response; activation, % at 7.6 µM; hit rate 0.66% among 360,000;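 active means activation above a run cutoff, the mean activation of all tested compounds plus 3 SD, cut at about 14% in these data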;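 further: 0% = plate median of compound wells and 100% = 30 µM serotonin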
# Exocytosis inh = LAMP-1 surface exposure blockers, TALL-104 cells – cell-based, flow cytometry, MLPCN library, primary screen; TALL-104 LAMP-1 surface exposure; cells stimulated with thapsigargin and PMA; inhibition, % at 10 µM; hit rate 0.66% among 360,000; AID 651702, 2012;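 active means inhibition above about 55%, limit read from the data; inconclusive means no clear call, values can overlap the other calls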
# Glyco luc inh = increase of ERlucT glycosylation luciferase signal, primary screen, N-linked glycosylation inhibitor project, D54 ERlucT cells, luminescence, set 2 | D54 ERlucT glycosylation luciferase reporter, 24 h; percent of 100 nM tunicamycin response | reporter increase, % at 12.5 µM | hit rate 0.23% among 360,000 | AID 588692, 2011;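 active means mean luciferase reporter signal, scaled so untreated is 0 and the glycosylation-blocking control 100, at or above a set limit in every replicate; inconclusive means mean reaches the limit but not every replicate does; inactive means mean below the limit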;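 further: luciferase carries N-glycosylation sites so blocking glycosylation raises the light; 0% = median of neutral control wells and 100% = median of 100 nM tunicamycin wells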
# ABHD5 PLIN5 PPI = ABHD5-PLIN5 interaction inhibitors, primary screen, cell lysate, split luciferase complementation, luminescence; inhibition, % at 4 µM; AID 602281, 2012; Split G. princeps luciferase complementation, 4 h; hit rate 0.78% among 360,000; Perilipin-5 (Homo sapiens) + 1-acylglycerol-3-phosphate O-acyltransferase ABHD5 (Homo …;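 active means inhibition above the mean inhibition across every tested compound plus 3 SD, cut at about 22% in these data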;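 further: 0% = DMSO only wells and the 100% control is not disclosed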
# Target sequence (Q00G26 whole entry, looked up): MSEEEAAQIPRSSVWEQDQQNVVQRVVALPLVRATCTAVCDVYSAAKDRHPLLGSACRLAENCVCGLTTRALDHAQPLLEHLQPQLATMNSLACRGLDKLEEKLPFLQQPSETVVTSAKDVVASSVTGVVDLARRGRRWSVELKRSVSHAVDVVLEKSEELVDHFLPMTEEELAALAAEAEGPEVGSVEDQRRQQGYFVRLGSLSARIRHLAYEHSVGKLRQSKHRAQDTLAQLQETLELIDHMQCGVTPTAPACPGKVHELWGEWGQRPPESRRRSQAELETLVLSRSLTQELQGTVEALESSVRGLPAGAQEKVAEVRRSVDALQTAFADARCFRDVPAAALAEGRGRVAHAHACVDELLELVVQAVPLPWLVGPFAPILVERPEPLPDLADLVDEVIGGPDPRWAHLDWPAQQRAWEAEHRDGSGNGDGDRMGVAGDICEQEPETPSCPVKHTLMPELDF
# Target sequence (Q8WTS1 whole entry, looked up): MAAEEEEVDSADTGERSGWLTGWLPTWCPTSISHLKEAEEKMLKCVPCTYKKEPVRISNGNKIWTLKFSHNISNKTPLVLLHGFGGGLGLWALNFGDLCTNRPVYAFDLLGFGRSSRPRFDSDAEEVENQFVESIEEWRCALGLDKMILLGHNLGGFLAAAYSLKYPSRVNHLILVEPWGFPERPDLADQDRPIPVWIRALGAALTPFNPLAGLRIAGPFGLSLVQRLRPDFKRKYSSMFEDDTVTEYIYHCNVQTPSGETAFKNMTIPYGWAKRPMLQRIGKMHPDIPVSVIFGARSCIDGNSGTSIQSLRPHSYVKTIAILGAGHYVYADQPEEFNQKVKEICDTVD
# CaV13 FRET inh = Primary screen for inhibitors of IQ motif and Ca2+-dependent inactivation inhibitor domain binding in CACNA1D, Förster resonance energy transfer in living cells, …; HEK cells, CFP/YFP FRET ICDI-IQ, plate reader, 10 min; percent FRET-ratio fall versus neutral wells; inhibition, % at 12.3 µM; hit rate 0.098% among 340,000;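 active means mean replicate inhibition of at least 30% and at least 1% of replicates passing that level; inconclusive means only one of the two criteria is met; inactive means neither criterion is met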;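 further: 0% = median of the neutral control wells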
# MC4R barr agon = MC4R agonists recruiting beta-arrestin, primary screen, cell-based, luminescence, agonist arm of biased-ligand search; hit rate 0.98% among 360,000; U2OS MC4R beta-arrestin complementation; percent of melanotan II response, DMSO zero; activation, % at 8.9 µM;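 active means activation above a per-plate cutoff, the mean activation of sample wells on that plate plus 3 SD, cut at about 8% in these data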
# PDI turbidity = inhibitors of human PDI, primary screen, biochemical, turbidity, single point, plate reader; inhibition, % at 10 µM; PDI insulin aggregation turbidity, A650, 90 min; hit rate 0.052% among 350,000; AID 588391, 2011; Protein disulfide-isomerase (Homo sapiens), P07237;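 active means mean inhibition across replicates of 30% or more, whatever share of single replicates reach that level; inconclusive means mean inhibition below 30% while every single replicate reaches 30%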;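 further: absorbance from insulin aggregation driven by PDI reduction with DTT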
# * marks the source's active call; other numbers are inactive results; ? = inconclusive; . = not tested or not shown.
SMILES,H9c2 protect,MC4R antag cAMP,ABCB6 inh 2,HTR2A ag,Exocytosis inh,Glyco luc inh,ABHD5 PLIN5 PPI,CaV13 FRET inh,MC4R barr agon,PDI turbidity
COc1cc(OC)cc(C(=O)NCCNC(=O)c2ccccc2)c1,2,8,91,1,0,2,0,-3,-2.1,3
CC(=O)c1ccc(NC(=S)NC(C)c2ccc(Cl)cc2Cl)cc1 (configuration not stated),-23,3,95,5,10,1,-9,-7,2.0,10
Cc1cccn2c(=O)c(/C=C(\C#N)C(=O)NCc3ccco3)c(N3CCC(C(N)=O)CC3)nc12,16,-2,106,8,-5,2,9,24,2.7,8
COc1cccc(OC)c1C(=O)OCC(=O)NCCCc1ccccc1,-1,-7,95,-1,18,-2,2,-19,0.5,-10
Cc1ccc(S(=O)(=O)Nc2cccnc2Oc2ccc(Cl)cc2)cc1,-2,2,96,-5,-4,2,-10,-3,1.0,-3
Cn1c(N)c(Br)c(-c2ccc(F)cc2)c(C#N)c1=O,4,11,100,-3,-10,0,0,-7,2.9,-2
CCCc1nnc(NC(=O)CCC(=O)NCc2ccccc2OC)s1,24,3,101,2,8,-1,1,.,-0.1,-9
CCOC(=O)CSc1nnc(-c2cccs2)n1-c1ccccc1,6,7,90,-2,-4,0,-6,-6,-1.4,-1
COc1cc(S(=O)(=O)N(Cc2ccccn2)Cc2ccccc2Cl)ccc1-n1cnnn1,1,9,94,0,-2,-3,-14,-5,-1.3,-1
O=C(COC(=O)c1cc(=O)[nH]c(=O)[nH]1)Nc1cccc(S(=O)(=O)N2CCCCC2)c1,2,-7,99,-3,0,3,-2,-3,-1.1,-5
CCc1ccc(N2C(=O)C3C4C=CC(CC4)C3C2=O)cc1 (configuration not stated),-9,-3,102,-1,1,0,5,-21,0.7,10
CCC(=O)Nc1sc2c(c1C#N)CC(C)(C)NC2(C)C,16,4,90,2,0,1,2,-5,-1.4,16
Cc1ccc2c(c1)NC(=O)c1cccnc1N2,-15,8,99,-3,-2,1,-3,.,-1.7,-2
COc1ccc(CCNC(=O)C(=O)NCCC2CCCCN2S(=O)(=O)c2cccs2)cc1 (configuration not stated),-7,3,94,-2,-1,-4,2,-7,0.7,10
O=C(COC(=O)C1(c2ccc(F)cc2)CCCC1)NCc1ccc2c(c1)OCO2,-6,3,97,-1,4,-5,1,-15,0.2,-21
CC(C)(C)c1cc(NC(=O)CSc2nnc(NCc3ccccc3)s2)n(-c2ccccc2)n1,-22,3,91,0,7,-2,-3,-4,-0.1,-13
CN(Cc1ccccc1)/C(=N/O)c1cccc(Cl)c1,-3,10,101,-6,-7,-1,-2,-14,0.3,-2
O=C(NCc1cccnc1)C1Cc2c(-c3ccc(Cl)cc3)ccnc2O1 (configuration not stated),1,-11,96,0,1,15,-1,-7,-1.5,-9
CC1(C(=O)OCC(=O)Nc2ccccc2Cl)CC1(Cl)Cl (configuration not stated),2,3,281,3,-2,1,9,-16,3.1,-4
Cc1ccc(C(=O)CSc2nc3ccccc3c(=O)[nH]2)cc1,47*,-5,101,1,-2,-3,-7,-4,-1.3,7
COc1ccc(Br)cc1S(=O)(=O)n1ccnc1C,1,5,87,-3,-2,1,-1,-3,-2.4,-6
CC(C)c1nnc(SCC(=O)NC2CCCCC2)n1C,3,2,99,3,3,0,12,-3,-1.6,5
COC(=O)C1C(=O)C2=C(CC1C)NC(=O)CC2c1ccc(F)cc1 (configuration not stated),1,5,101,1,-3,3,0,9,-0.7,6
O=C(NC1CC1)C1CCN(c2nc3ccccc3s2)CC1,0,10,95,-12,2,0,1,-7,-0.9,7
O=C(NCc1ccco1)c1cnn2c(C(F)(F)F)cc(-c3ccccc3)nc12,26,-21,97,0,12,3,3,-8,1.6,0
CC(=O)N1c2ccc(S(=O)(=O)NCCC(=O)NCCc3ccc(C)cc3)cc2CC1C (configuration not stated),-13,8,95,7,10,-3,8,-6,-0.1,-3
CN1CCS/C1=C/C=C1\SC(=S)N(CC(=O)O)C1=O,-12,-38,112,-5,-1,1,10,-4,-3.2,7
CCCN(Cc1cc2cc(C)ccc2[nH]c1=O)C(=O)c1cccc([N+](=O)[O-])c1,3,-1,101,8,0,3,3,-6,-0.9,1
COc1cc(C(=O)N2CCN(C3=NS(=O)(=O)c4ccccc43)CC2)cc(OC)c1OC,44,4,89,-1,0,-1,0,-12,-1.3,7
CCn1c2ccccc2c2cc(NC(=O)CSc3nnc(-c4ccc(OC)cc4)n3N)ccc21,-12,-1,97,5,-2,9,3,-8,21*,1
O=C(Nc1ccc(Oc2ccc(NC(=O)Nc3ccc([N+](=O)[O-])cc3)cc2)cc1)Nc1ccc([N+](=O)[O-])cc1,-15,13,83,4,38,-15,-1,-20,-1.5,0
Cc1ccc(-c2csc(NC(=O)c3ccc([N+](=O)[O-])o3)n2)cc1,-16,-7,94,2,18,24,9,-4,-1.5,2
COCCCN1CC23C=CC(O2)C(C(=O)OC)C3C1=O (configuration not stated),-2,6,91,5,2,2,2,.,-1.0,-3
Cc1cccc[n+]1CC(=O)Nc1ccccc1,3,0,96,3,-4,2,1,-4,-1.8,4
O=C(Cc1ccc(Br)cc1)Nc1ccc(S(=O)(=O)N2CCCC2)cc1,-4,-3,95,-10,6,-4,-4,-6,0.2,-26
CCOc1ccc2nc(N/C(N)=N/C(=S)Nc3ccc(C)c(C)c3)nc(C)c2c1,1,-5,106,9,-2,-2,-9,-5,-1.1,4
Cc1ccc(C2CC(=O)Oc3cc(C)c(Br)c(C)c32)cc1 (configuration not stated),-10,7,97,3,1,-1,-5,-9,-0.8,-1
COC(=O)Cc1ccc(NC(=O)c2ccc(C(C)(C)C)cc2)cc1,-23,8,97,-4,4,-11,-13,-9,-1.3,1
CCCCNC(=S)Nc1ccc(F)cc1,-8,2,99,4,-3,-2,4,10,-3.4,-5
CCN(CC)C(=O)Cn1c(=O)n(-c2ccccc2)c(=O)c2sccc21,8,7,103,-1,0,1,-12,-6,1.0,-5

# Full records as entered above. Order of screens: H9c2 protect, MC4R antag cAMP, ABCB6 inh 2, HTR2A ag, Exocytosis inh, Glyco luc inh, ABHD5 PLIN5 PPI, CaV13 FRET inh, MC4R barr agon, PDI turbidity
# Entry for `O=C(Nc1ccc(Oc2ccc(NC(=O)Nc3ccc([N+](=O)[O-])cc3)cc2)cc1)Nc1ccc([N+](=O)[O-])cc1` : -15, 13, 83, 4, 38, -15, -1, -20, -1.5, 0
# Entry for `CN1CCS/C1=C/C=C1\SC(=S)N(CC(=O)O)C1=O` : -12, -38, 112, -5, -1, 1, 10, -4, -3.2, 7

# (further entries)
SMILES,H9c2 protect,MC4R antag cAMP,ABCB6 inh 2,HTR2A ag,Exocytosis inh,Glyco luc inh,ABHD5 PLIN5 PPI,CaV13 FRET inh,MC4R barr agon,PDI turbidity
O=C(c1cccc(C(F)(F)F)c1)C1CCCN(Cc2ccc(OCCO)cc2)C1 (configuration not stated),-6,3,104,-4,-5,-2,-2,-6,-0.8,2
Cc1nn(C)cc1S(=O)(=O)Nc1cccc(Cl)c1,1,6,98,-5,21,-2,8,-3,-0.5,-5
Cn1c2ccccc2c2ccc3c(c21)C(=O)C=CC3=O,-19,2,125,4,106*,?,6,-8,2.1,3
O=C(c1ccc2c(c1)OCO2)N1CCN(S(=O)(=O)c2ccc(Br)cc2Cl)CC1,-6,3,101,-6,4,-5,-4,-17,-1.3,-3
Cn1cnnc1SCc1ccc(C(=O)N=Nc2c(O)n(C)c3ccccc23)cc1,24,-32,98,7,-1,0,7,-4,0.1,3
CCn1nnc2c(=O)oc3ccccc3c21,5,16,91,0,3,-2,1,-2,-3.5,4
O=C(C[C@H]1C/C=C\CC[C@H](Cc2ccc(F)cc2)C(=O)OCCNC1=O)NCCO,3,-2,94,0,-8,0,-9,-4,-0.9,-2
CC(=O)c1ccc(OCC(=O)c2ccc(-c3ccccc3)cc2)cc1,2,-4,90,-3,-2,-1,0,-5,-0.3,-2
COCCOc1cc(NCc2ccccc2)c2ncn(C(C)C)c2c1,-4,-2,96,-2,-5,3,3,-12,-1.8,-6
O=c1[nH]cnc2sc3c(c12)CCN(Cc1ccccc1)C3,15,4,107,9,20,-2,1,-8,-0.7,20
COc1cccc(CC(=O)n2nc(N)c3cc4ccc(OC)cc4nc32)c1,6,13,99,4,0,12,-8,-8,4.3,-8
Cc1cc([N+](=O)[O-])nn1Cc1ccc(F)cc1,0,5,95,3,-2,-1,-3,-20,-2.6,3
CCOc1ccc2c(c1)[nH]c(=S)n2C,-1,4,99,5,0,6,-1,-5,-2.2,3
O=C(c1ccccc1)c1ccc(CN2C(=O)c3ccccc3C2=O)o1,-1,-2,99,-7,-2,1,0,-8,0.6,-1
COc1ccc(-c2nc(-c3ccccc3)c(-c3cc([N+](=O)[O-])ccc3C)[nH]2)cc1O,12,10,110,3,1,0,-2,.,0.3,21
O=C(O)C1CCCN(S(=O)(=O)c2ccc3c(c2)OCCO3)C1 (configuration not stated),-2,8,96,1,-3,0,2,2,-0.5,0
CCOC(=O)c1ccc(S(=O)(=O)N2CCN(C3CC(=O)N(c4ccccc4C(F)(F)F)C3=O)CC2)cc1 (configuration not stated),-5,3,92,1,-2,0,-7,-2,-0.4,4
Cc1ccc(C(c2nnnn2Cc2cccs2)N2CCN(Cc3ccc4c(c3)OCO4)CC2)cc1 (configuration not stated),3,7,96,-8,60*,-8,1,.,-0.8,-3
COC(=O)c1sccc1S(=O)(=O)N1CCCC(N(C)CCc2ccccn2)C1 (configuration not stated),-4,14,93,-9,-1,3,-6,-5,-4.1,-15
COc1ccccc1OC(=O)C1CC(=O)N(c2ccc(Cl)cc2)C1 (configuration not stated),1,10,101,-6,0,0,9,-6,-0.3,-3
COc1ccc2c(c1)C(NC(C)=O)C(=O)N2C (configuration not stated),2,3,112,4,-2,1,-4,.,0.0,2
C=CCn1c(SC(C)C(=O)NC2(C#N)CCCCC2)nnc1-c1ccc(OC)cc1 (configuration not stated),-4,10,95,-2,0,-1,-7,-6,-0.7,5
O=C(NCc1cccc(C(F)(F)F)c1)c1ccc[nH]1,8,2,101,4,-5,0,-2,-17,0.9,-5
